Bioassay records deposited in PubChem by several laboratories.
C8 TRAIL sens: caspase-8 TRAIL sensitization; NB7+C8 cells + TRAIL, ATPlite viability luminescence; inhibition (viability loss, TRAIL sensitization), % at 10 µM; 1% of 360,000 active;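 active = compounds causing at least 50% loss of cell viability in the single-dose screen, relative to plate controls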
NR2F2 inh: inhibitors of human COUP-TFII (NR2F2) | inhibition, % at 8.6 µM | P24468 | HEK293T NGFI-A luciferase reporter, luminescence | 0.7% of 370,000 active | AID 686940;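 active = inhibition above a per-plate cutoff, mean inhibition of test wells between control levels plus 3 SD, cut at about 38% in these data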;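 also: cells cotransfected with COUP-TFII expression vector driving the NGFI-A reporter; 0% = median of COUP-TF2 test wells and 100% = reporter-only cells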
SRC2 inh: inhibits human steroid receptor coactivator 2 | inhibition, % at 9 µM | 0.17% of 370,000 active | HEK293 GAL4-SRC2 luciferase reporter, luminescence | Q15596 | AID 651957;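 active = inhibition above the mean inhibition of all tested compounds plus 3 SD, set per campaign, cut at about 52% in these data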;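 also: 0% = DMSO treated cells and 100% = cells given Gossypol at 36 µM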
TWEAK Fn14 block: TWEAK-Fn14 signaling inhibition. inhibition, % at 10 µM. TWEAK-stimulated Fn14 reporter cells, luciferase luminescence, 8 h. AID 1159606. 2% of 360,000 active; in the data active = inhibition above about 50%
TLR9-MyD88 block: TLR9-MyD88 interaction inhibition; Q9NR96+Q99836; CHO BLA complementation TLR9-MyD88, CCF4 FRET ratio; inhibition, % at 4.98 µM; 0.21% of 340,000 active; AID 504734;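 active = inhibition above the mean over all tested compounds plus 3 SD, cut at about 21% in these data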;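 also: 0% = DMSO only wells and 100% = clavulanate BLA inhibitor control wells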
EBV LMP1 NFkB: Epstein-Barr LMP1 NF-kappaB reporter inhibition; AID 504558; inhibition, % at 12.5 µM; 0.69% of 350,000 active; LMP1-induced NF-kappaB luciferase reporter cells, luminescence; in the data active = inhibition above about 41%;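 also: 0% = neutral control wells and 100% = reference inhibitor control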
LRH-1 inv ag: suppresses constitutive activity of human LRH-1; O00482; HEK293T StAR-luciferase reporter, LRH-1 transfected, 24 h; inhibition, % at 3.6 µM; 0.13% of 360,000 active; AID 602396;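 active = inhibition above the mean inhibition of all tested compounds plus 3 SD, cut at about 73% in these data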;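 also: 0% = DMSO wells and 100% = reporter-only cells lacking LRH-1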
TROY signal inh: inhibitors of TROY-dependent NF-kB signaling; Q293 LMP1-TROYcd NF-kB luciferase reporter, 4 h; AID 1347056; inhibition, % at 10 µM; 0.98% of 360,000 active;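 active = compounds whose plate-normalised and pattern-corrected inhibition of the luciferase reporter signal at the single screening dose is 50% or more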
NCOA3 inh: human NCOA3 inhibition. Q9Y6Q9. 0.17% of 360,000 active. AID 588352. inhibition, % at 3.6 µM. HEK293 GAL4-SRC3 luciferase reporter, luminescence;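 active = inhibition above a per-campaign cutoff, the mean of all compounds plus 3 SD, cut at about 60% in these data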;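 also: 0% = DMSO-treated cells and 100% = gossypol-treated cells at 36 µM; higher means less SRC3-driven luciferase light from the GAL4 reporter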
Target sequence (Q9Y6Q9 whole entry, looked up, the tested form may be a part): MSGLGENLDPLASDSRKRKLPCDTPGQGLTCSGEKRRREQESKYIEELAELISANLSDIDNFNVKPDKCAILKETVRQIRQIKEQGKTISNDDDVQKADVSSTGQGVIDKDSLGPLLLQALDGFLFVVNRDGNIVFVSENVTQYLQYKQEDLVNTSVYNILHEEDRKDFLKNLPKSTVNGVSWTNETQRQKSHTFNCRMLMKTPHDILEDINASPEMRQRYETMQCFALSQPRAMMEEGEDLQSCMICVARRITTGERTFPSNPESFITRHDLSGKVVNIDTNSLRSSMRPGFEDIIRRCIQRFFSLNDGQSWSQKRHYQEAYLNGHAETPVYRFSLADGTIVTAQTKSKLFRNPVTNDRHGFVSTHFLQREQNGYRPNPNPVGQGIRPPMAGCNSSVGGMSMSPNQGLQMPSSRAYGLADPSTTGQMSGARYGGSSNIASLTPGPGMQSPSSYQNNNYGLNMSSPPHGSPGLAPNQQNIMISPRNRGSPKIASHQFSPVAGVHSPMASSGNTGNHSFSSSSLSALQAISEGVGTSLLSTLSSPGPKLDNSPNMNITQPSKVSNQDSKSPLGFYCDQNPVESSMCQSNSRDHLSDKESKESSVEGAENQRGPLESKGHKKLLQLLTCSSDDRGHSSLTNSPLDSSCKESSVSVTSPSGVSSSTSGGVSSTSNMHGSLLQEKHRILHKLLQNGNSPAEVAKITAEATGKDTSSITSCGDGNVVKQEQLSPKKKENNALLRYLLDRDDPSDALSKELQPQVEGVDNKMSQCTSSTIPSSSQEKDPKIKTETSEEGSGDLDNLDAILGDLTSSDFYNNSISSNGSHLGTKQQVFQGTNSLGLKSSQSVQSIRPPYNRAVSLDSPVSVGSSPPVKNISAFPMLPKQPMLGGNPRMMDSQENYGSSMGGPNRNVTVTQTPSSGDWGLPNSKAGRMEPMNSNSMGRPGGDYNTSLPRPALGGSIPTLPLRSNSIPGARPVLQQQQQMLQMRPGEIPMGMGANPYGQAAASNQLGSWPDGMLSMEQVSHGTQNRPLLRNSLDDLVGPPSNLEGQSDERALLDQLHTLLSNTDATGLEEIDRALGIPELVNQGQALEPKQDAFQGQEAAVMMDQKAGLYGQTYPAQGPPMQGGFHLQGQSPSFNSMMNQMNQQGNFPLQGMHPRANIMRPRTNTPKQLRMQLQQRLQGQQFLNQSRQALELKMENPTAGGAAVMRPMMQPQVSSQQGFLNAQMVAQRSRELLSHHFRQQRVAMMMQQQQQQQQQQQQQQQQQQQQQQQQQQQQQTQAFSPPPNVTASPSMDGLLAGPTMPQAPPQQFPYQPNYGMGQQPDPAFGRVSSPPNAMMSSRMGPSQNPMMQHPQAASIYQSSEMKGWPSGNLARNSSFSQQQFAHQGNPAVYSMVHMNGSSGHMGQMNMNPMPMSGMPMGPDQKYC
SRC1 inh: inhibits human SRC1 coactivator | Q15788 | HEK293 GAL4-SRC1 luciferase reporter, luminescence | inhibition, % at 3.6 µM | 0.12% of 360,000 active;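 active = inhibition above the campaign mean plus 3 SD, with each screening campaign given its own cutoff, cut at about 60% in these data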;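 also: 0% = DMSO treated cells and 100% = gossypol at 36 µM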
NOD2 RIPK2 PPI: blocks binding of human NOD2 to RIPK2. 0.38% of 360,000 active. AID 624267. O43353. CHO BLA complementation NOD2-RIPK2, CCF4 ratio. inhibition, % at 4.98 µM; in the data active = inhibition above about 21%;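 also: 0% = vehicle only and 100% = reference blocker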
Starred values were filed as active, the others as inactive; . = no result given.

Values run as follows: SRC1 inh, EBV LMP1 NFkB, NOD2 RIPK2 PPI, SRC2 inh, C8 TRAIL sens, LRH-1 inv ag, TLR9-MyD88 block, NR2F2 inh, TROY signal inh, TWEAK Fn14 block, NCOA3 inh
> N#Cc1cc(-c2ccccc2)nnc1Oc1ccccc1Cl
    10, 15, 5, 1, 2, -1, 2, 14, 17, -3, 21
> CC(NC(=O)c1ccc(S(=O)(=O)N(C)C)cc1)c1ccccc1 (stereo unspecified)
    5, 3, 3, 8, -13, -6, -14, 3, 17, 0, 5
> CCSC1=NC(C)(C)C=C(/C=C/c2ccc(Cl)cc2Cl)N1
    -6, -37, 1, -1, 6, 8, 0, 25, -4, 2, 0
> CC(C)[C@H](NC(=O)c1ccccc1)C(=O)NC1CCCCCCC1
    -15, -2, -10, 28, 7, -2, -5, -1, -18, 0, -2
> Cc1ccc(-n2c3c(c(=O)[nH]c2=O)C(NS(=O)(=O)c2ccc(Cl)cc2)(C(F)(F)F)C(=O)N3)cc1 (stereo unspecified)
    -5, 1, 3, -25, 3, 15, -16, -1, 17, 2, 4
> N#C/C(=C(/O)c1ccc2c(c1)OCO2)c1nc2cc(C(F)(F)F)ccc2s1
    -6, 8, -6, -12, 6, 6, -5, 13, 24, -25, 7
> Cc1ccc(-c2ccc(CN3C(CC(C)C)C(=O)N(Cc4cn(CC5CCCCC5)nn4)CCS3(=O)=O)cc2)cc1 (stereo unspecified)
    9, 5, -16, -11, 13, -7, -4, 5, -3, 9, -6
> CCn1cnc2cc(NCc3ccccc3Cl)ccc21
    -15, -5, 3, -46, -15, -42, -3, -5, -42, -3, -34
> CC(C)c1nc(N2CCCC2)c(C#N)c2c1CCCC2
    14, -9, -1, 15, 0, 6, -1, 1, 13, 7, -7
> Cc1cccc(-n2ncc3c(N(C)C4CCCCC4)ncnc32)c1
    81*, 37, -8, 62*, 88*, 77*, -3, 87*, 88*, 102*, 81*
> CCOC(=O)CSc1nnc(CNC(=O)Cc2ccccc2)n1-c1ccccc1OC
    -1, -5, -6, ., -3, -12, 0, ., 0, -5, -6
> CC(=O)NS(=O)(=O)c1ccc(NC(=O)CN2C(=O)C3C4C=CC(C4)C3C2=O)cc1 (stereo unspecified)
    -6, 0, 2, -2, -1, 15, 10, -20, -6, 7, 9
> CC(NC(=O)COC(=O)CNC(=O)C1CCCCC1)c1ccccc1 (stereo unspecified)
    -2, -2, -5, -12, -26, 1, -9, 13, 0, 15, 12
> O=C(O)Cc1cc2c(s1)CCCCC2
    -1, -1, 0, 17, -9, 1, -7, -10, 1, 5, 10
> CCOc1cc(C2C(C#N)=C(N)OC3=C2C(=O)CC(C)(C)C3)cc([N+](=O)[O-])c1O (stereo unspecified)
    1, -6, -6, -10, -10, 6, -5, 9, -18, 7, -10
> CCCSc1ccc([C@@H]2[C@H]3C(=O)N(CC)C(=O)[C@H]3[C@]3(C(=O)OC)CCCN23)cc1OC
    -19, 0, -5, 14, 9, -14, 4, 8, 14, 17, -1
> CC1CN2C(c3ccc(Cl)cc3)=CSC2=N1 (stereo unspecified)
    12, 2, -2, -8, 5, 4, 4, 18, 9, 3, 2
> Cc1ccc(-c2nc(=O)[nH]c3ccccc23)cc1
    6, -3, 1, -1, 1, 1, -4, -4, 27, 2, -11
> COC1=CC(=O)c2ccccc2C1=O
    10, -10, 4, ., 88*, 48, 0, ., -6, 21, 17
> CC(C)[C@@H]1CC[C@@H](C)C[C@H]1O
    -1, ., -12, -15, -6, -18, ., 3, -19, 6, -30
> COCCCn1c(SCC(=O)N2CCOCC2)nc2cc(Cl)ccc2c1=O
    6, 8, 3, 24, 6, 1, -7, 9, 1, 14, 4
> CCOP(=O)(OCC)c1nc(-c2cccc3ccccc23)oc1N1CCOCC1
    -2, -3, -5, 19, -11, 20, 4, 7, 3, 18, 25
> NS(=O)(=O)c1ccc(CCNC(=O)C2CCN(c3ncnc4c3nc3n4CCCCC3)CC2)cc1
    3, -1, -5, -14, 12, -12, 4, 12, 15, -4, 4
> C=CCn1c(SCCC(=O)O)nc2c1c(=O)n(C)c(=O)n2C
    6, -27, 3, 0, 3, -2, -1, -2, 1, -2, 19
> O=C(CSc1nnnn1C1CCCCC1)NCc1ccco1
    -8, -3, -5, -8, -7, -9, -8, -11, 12, 5, -7
> Cc1ccc([C@@H]2CC=C(C(=O)O)CN2S(=O)(=O)c2ccc(C)cc2)cc1
    1, 1, 4, -16, -3, -27, -1, -12, 2, 1, 9
> O=C(CNC(=O)c1cccs1)N/N=C/c1cccc(Br)c1
    5, 2, -12, 1, 0, -11, -12, -16, -23, -6, 21
> Oc1ccc(Nc2ncnc3scc(-c4ccccc4)c23)cc1
    37, 12, 0, 45, 6, 18, 6, -14, 33, 63*, 48
> O=C(CN(C(=O)CCC(=O)Nc1nccs1)c1ccccc1F)NCc1ccc2c(c1)OCO2
    4, 5, -3, 11, -18, 8, -6, 0, -12, 0, 2
> C=CCn1cc(C(=O)NCc2ccco2)c(=O)c2cc(S(=O)(=O)N3CCCCCC3)ccc21
    -3, 15, -4, 20, 34, 5, 2, 4, -9, 20, 22
> O=C(Nc1ccc(SC(F)F)cc1)C1CC(=O)N(Cc2ccccc2)C1 (stereo unspecified)
    -33, -13, -8, -1, -17, -15, -1, 1, -28, -16, 1
> CCc1ccc(-c2cc(C)no2)cc1S(=O)(=O)N1CCOc2ccccc21
    18, 9, 3, 6, 5, -5, 12, 19, 13, 19, 0
> CCOC(=O)COn1c(=O)c(-c2ccc(OC)cc2)[n+]([O-])c2ccccc21
    -44, 0, 0, -28, 4, -62, -7, -23, -35, -18, -21
> Clc1cccc(CSc2ncnc3c2ncn3C2CCCCO2)c1 (stereo unspecified)
    -40, -12, 4, -30, 12, -83, -15, -31, 1, 4, -38
> CCCCCCOc1ccc(/C=C/C(=O)N2CCOCC2)cc1OC
    5, 8, 12, 10, 15, 3, -1, 14, 6, -23, 2
> N#C/C(=N\O)c1nc2ccccc2[nH]1
    -26, 5, -1, 1, 5, -5, 9, -17, -1, 12, 1
> CCN(C(=O)COC(=O)c1cccc(S(=O)(=O)N2CCOCC2)c1)C1CCS(=O)(=O)C1 (stereo unspecified)
    -5, -10, -6, -1, 9, -2, 4, 15, 7, 1, 4
> CCOc1ccc(CNC(=O)C2CCN(c3nn4c(=O)cc(C)nc4s3)CC2)cc1
    -7, 4, 5, -19, -3, 4, -9, -4, -6, 0, -10
> CCN(CC)S(=O)(=O)c1ccc(C(=O)Nn2cnnc2)cc1
    11, -2, 3, 11, 5, -12, 1, 14, -4, 1, 10
> CC1=Nc2ccccc2/C1=C\c1nc(-c2ccc(F)cc2)oc1O
    18, 6, 12, 1, -15, 18, 6, -6, 9, 8, 6
> COc1ccc(/C=N\NC(=O)c2ccccc2F)cc1COc1ccc(F)cc1F
    -19, -1, 9, 1, 23, -15, 9, -41, 12, -6, -13
> CC(=O)NNC(=O)CCn1c2c(c3ccccc31)CCCC2
    -2, 9, -3, 0, 0, 7, 0, -21, 8, 5, 12
> O=C(c1cc(-c2ccccn2)nc2ccc(Cl)cc12)N1CCN(CCc2ccccc2)CC1
    -2, -1, 1, -2, -23, -1, -4, -2, 19, 21, 9
> CNC(=O)c1csc(-c2ccccc2)n1
    -2, 6, 10, 4, 2, -15, 9, -2, -29, 0, -1
> COC(=O)C1CC(O)CN1C(=O)c1ccco1 (stereo unspecified)
    -6, 2, -7, 4, -9, -5, 7, 0, -23, 7, -5
> COc1ccc(C(=O)C2CCCN(C(=O)c3ccc4cc[nH]c4c3)C2)c(C)c1 (stereo unspecified)
    13, 6, 2, -14, -6, 11, 6, 6, 4, -3, 2
> O=C(Cc1ccccc1)NCC(=O)N1CCCCCC1
    -18, -6, -8, -4, 5, -12, -8, -16, -18, 4, 4
> C=CCn1c(Cc2cccs2)nnc1SCC(=O)Nc1ccc(OC)c(OC)c1
    9, 7, 2, -1, -8, 6, -2, 17, -22, 2, 15
> Cc1[nH]c2ccc(C(=O)NCCCN3CCCC3)cc2c1C
    -5, -1, 8, -10, -18, -10, 14, -13, 4, -7, 10
> CCCNC(=O)c1nn2cc(Br)cnc2c1Cl
    -37, -2, -8, 2, -3, -17, -6, -3, 11, 2, -3

The final 6 records of the section above are carried over, then new ones follow:
Values run as follows: SRC1 inh, EBV LMP1 NFkB, NOD2 RIPK2 PPI, SRC2 inh, C8 TRAIL sens, LRH-1 inv ag, TLR9-MyD88 block, NR2F2 inh, TROY signal inh, TWEAK Fn14 block, NCOA3 inh
> COC(=O)C1CC(O)CN1C(=O)c1ccco1 (stereo unspecified)
    -6, 2, -7, 4, -9, -5, 7, 0, -23, 7, -5
> COc1ccc(C(=O)C2CCCN(C(=O)c3ccc4cc[nH]c4c3)C2)c(C)c1 (stereo unspecified)
    13, 6, 2, -14, -6, 11, 6, 6, 4, -3, 2
> O=C(Cc1ccccc1)NCC(=O)N1CCCCCC1
    -18, -6, -8, -4, 5, -12, -8, -16, -18, 4, 4
> C=CCn1c(Cc2cccs2)nnc1SCC(=O)Nc1ccc(OC)c(OC)c1
    9, 7, 2, -1, -8, 6, -2, 17, -22, 2, 15
> Cc1[nH]c2ccc(C(=O)NCCCN3CCCC3)cc2c1C
    -5, -1, 8, -10, -18, -10, 14, -13, 4, -7, 10
> CCCNC(=O)c1nn2cc(Br)cnc2c1Cl
    -37, -2, -8, 2, -3, -17, -6, -3, 11, 2, -3
> Cc1c(NC(=O)c2cc(-c3ccccc3)on2)c(=O)n(-c2ccccc2)n1C
    6, -15, -9, -1, -10, 13, 8, 23, -13, 12, -3
> CCCN(CC(=O)Nc1ccccc1C)C(=O)c1ccc(N2CCCCCC2)c([N+](=O)[O-])c1
    3, -2, 2, -3, -6, 4, 1, -1, -20, -8, -1
> COc1ccc(-n2nc(C(=O)NCC(=O)NCCCN3CC(C)CC(C)C3)c3ccccc3c2=O)cc1Cl (stereo unspecified)
    -13, -4, -16, -5, 1, 18, -1, 8, -1, 17, 3
> O=C(CSc1ncnc2c1oc1ccccc12)N1CCN(c2ccccc2)CC1
    -7, -3, -5, -4, 23, 24, -7, 7, 25, 33, 3
> CCCC(=O)Nc1c(-c2ccccc2)c(=O)c(C)nn1-c1ccccc1
    -7, 3, -6, 0, -3, -6, -4, 2, -28, 7, 18
> CC(=O)Nc1ccc(NC(=O)C(C)OC(=O)CCCN2C(=O)c3cccc4cccc(c34)C2=O)cc1 (stereo unspecified)
    -5, -6, -1, 0, -17, -11, 11, -15, -34, -34, -7
> O=C(Nc1cccc(Cl)c1)c1cc(F)cc2c1OCOC2
    4, -12, -7, -10, 8, 4, 6, -25, -9, -19, -12
> O/N=C(\Cn1ccnc1)c1ccccc1
    -6, 4, 1, -45, -7, 0, 6, -5, -3, -2, -5
> CC1(C)Cc2ccccc2C(C(=O)c2ccccc2)=N1
    -2, -3, -2, 14, -17, 4, -2, 5, 1, 10, -4
> Cn1c(Cn2c(C(F)(F)F)nc3ccccc32)nc2ccccc21
    -7, -1, 0, ., 4, 8, 1, ., 12, 3, 2

An excerpt; the hit share may differ from the screen's.
